ATXN2 expr inh = Primary qHTS for Inhibitors of ATXN expression; HEK-293 ATXN2-luciferase reporter, luminescence, 24 h; Potency, µM (highest dose often 57 µM), inactives show at the highest dose activity change, negative = inhibition, usual class: inhibitors; 360,000 tested, 0.72% active; further: on the % scale 0 is the no-effect control and ±100 the full control effect; nearly all actives have a fitted effect of over 55% in size
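qHTS (up to 57 uM final) was run with 24 h compound exposure of reporter cells at 37 °C. Each well was multiplexed: SteadyGlo luminescence measured ATXN2-luciferase expression after a fluorogenic Gly-Phe-AFC viability readout (25 uM final).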
ATXN viability = Viability Counterscreen for Primary qHTS for Inhibitors of ATXN expression; S2 cells (HEK-293 line with an ATXN2-luciferase reporter) viability, CellTiter-Fluor protease fluorescence, 24 h; Potency, µM (titrated, usually from 56.7 µM), usual class: cytotoxic; 400,000 tested, 0.49% active; further: nearly all actives have a fitted effect of over 40% in size
MCF10A rereplic = A quantitative high throughput screen for small molecules that induce DNA re-replication in MCF 10a normal breast cells; MCF 10A DNA re-replication, Hoechst nuclear intensity, 48 h; Potency, µM (top dose mostly 46.1 µM), inactives show at the highest dose activity, positive = re-replication, actives largely listed as activators; 350,000 tested, 2.9% active; further: % of control where 0% means no effect; nearly all actives have a fitted effect of over 50% in size
Nrf2 activator = qHTS of Nrf2 Activators. Potency, µM (top dose mostly 46.1 µM), inactives show at the highest dose activation, actives largely listed as activators. 410,000 tested, 0.31% active. AID 624171, 2012. AREc32 ARE-luciferase reporter (MCF7-derived line), luminescence, 24 h; further: % of control where 0% means no effect; nearly all actives have a fitted effect of over 65% in size
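Each well held 1000 AREc32 cells, which were incubated with compound for 24 hr at 37 deg C after overnight attachment, and ARE reporter activity was quantified by firefly luciferase luminescence.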
EPAC2 antagonist = qHTS for Antagonist of cAMP-regulated guanine nucleotide exchange factor 2 (EPAC2): primary screen; EPAC2 GEF exchange of Rap1B-BODIPY-GDP, fluorescence; AID 720708, 2013; Rap guanine nucleotide exchange factor 4 (Homo sapiens), Q8WZA2; 360,000 tested, 0.18% active; Potency, µM (top dose mostly 114 µM), inactives show top-dose activity, negative = inhibition, hits mostly inhibitors; further: on the % scale 0 is the no-effect control and ±100 the full control effect; nearly all actives have a fitted effect of over 45% in size; many of its hits are not listed in these tables
Target sequence (Q8WZA2 whole entry, looked up): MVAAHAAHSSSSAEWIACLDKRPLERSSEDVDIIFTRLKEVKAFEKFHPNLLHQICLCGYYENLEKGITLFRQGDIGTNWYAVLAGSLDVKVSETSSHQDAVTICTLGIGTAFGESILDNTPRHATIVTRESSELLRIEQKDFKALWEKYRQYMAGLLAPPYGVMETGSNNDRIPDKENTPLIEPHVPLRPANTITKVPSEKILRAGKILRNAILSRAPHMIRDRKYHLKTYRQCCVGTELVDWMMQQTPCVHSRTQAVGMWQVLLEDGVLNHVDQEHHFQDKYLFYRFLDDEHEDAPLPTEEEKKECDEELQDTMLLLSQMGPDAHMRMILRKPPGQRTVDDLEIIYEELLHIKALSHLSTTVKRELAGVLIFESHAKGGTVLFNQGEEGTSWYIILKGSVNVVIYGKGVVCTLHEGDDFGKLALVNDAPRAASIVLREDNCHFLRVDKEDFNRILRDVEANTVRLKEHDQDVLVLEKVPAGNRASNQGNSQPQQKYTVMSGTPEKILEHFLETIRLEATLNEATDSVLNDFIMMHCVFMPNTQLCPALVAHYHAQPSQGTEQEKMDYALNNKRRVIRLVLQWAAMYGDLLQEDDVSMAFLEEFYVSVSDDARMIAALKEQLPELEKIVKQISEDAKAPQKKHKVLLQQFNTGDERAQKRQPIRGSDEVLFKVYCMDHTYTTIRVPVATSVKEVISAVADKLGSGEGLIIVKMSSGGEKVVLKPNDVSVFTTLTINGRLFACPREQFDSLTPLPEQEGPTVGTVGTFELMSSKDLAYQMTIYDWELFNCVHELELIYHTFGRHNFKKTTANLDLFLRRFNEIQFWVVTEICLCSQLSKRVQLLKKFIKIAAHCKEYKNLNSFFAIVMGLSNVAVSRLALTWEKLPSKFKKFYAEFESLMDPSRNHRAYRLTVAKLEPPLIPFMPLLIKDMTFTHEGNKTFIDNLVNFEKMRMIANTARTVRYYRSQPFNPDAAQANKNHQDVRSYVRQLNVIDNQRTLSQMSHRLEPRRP
The depositor's hits bear a star; i = inactive; ? = inconclusive; nt = not tested or not shown; & = joins results of further samples; ! = not confirmed by another sample; [ ] = another dose, or the depositor's remark. The call rests on the fitted dose curve; in most records, active means well fitted curve in the direction sought with a large enough effect; inconclusive means small, poorly fitted or top-dose-only effect, or another doubt; inactive means no such curve, though single readings can be large; an effect the other way counts as inactive or inconclusive. Potency means the concentration at half of the fitted maximal effect. These rows are one share of the data; the hit share may differ from the screen's.

Sample of the layout (18 entries):
SMILES	ATXN2 expr inh	ATXN viability	MCF10A rereplic	Nrf2 activator	EPAC2 antagonist
CC(C)[N+](C)(C)CC(O)COc1cccc2ccccc12 (stereo not given)	-4%	i	4%	nt	nt
CCCCCCCCCCCCCC(=O)OC(C)C	15%	i	-4%	nt	nt
N[C@@H]1CONC1=O	-3%&-1%	i	-3%	nt	nt
CN1CCN(CC(=O)N2c3ccccc3C(=O)Nc3cccnc32)CC1	-1%[5.55 µM]	i[5.17 µM]	15%	nt	nt
CC(c1cc2ccccc2s1)N(O)C(N)=O (stereo not given)	0%&-10%	i	-3%	nt	nt
NCC1CCC(C(=O)O)CC1 (stereo not given)	-2%	i	-6%[20.6 µM]	nt	nt
O=C(OC1C[C@H]2CC[C@@H](C1)[N+]21CCCC1)C(O)(c1ccccc1)c1ccccc1 (stereo not given in full)	15%	i	-3%	nt	nt
CC(=O)N/N=C/c1ccc([N+](=O)[O-])o1	-9%	i	?	nt	nt
Nc1c(CC(=O)O)cccc1C(=O)c1ccc(Br)cc1	4%	i	0%	nt	nt
CC1=C(C(=O)O)N2C(=O)[C@@H](NC(=O)[C@H](N)c3ccccc3)[C@H]2SC1	11%	i	3%	nt	nt
CCCCc1ccc2nc(NC(=O)OC)[nH]c2c1	21%&75%	?	?	nt	nt
CCCC(O)C(CC)CO (stereo not given)	16%	i	-4%	nt	nt
CCCN(CCC)CCc1cccc2c1CC(=O)N2	1%	i	?	nt	nt
Cc1cc(O)c2ccccc2c1O	8.9µM*	?	?	nt	nt
COP(=O)(OC)OC(c1ccc(Cl)cc1)P(=O)(OC)OC (stereo not given)	13%	i	5%	nt	nt
COc1cc(C(=O)N2CCOCC2)cc(OC)c1OC	4%	i	3%&-2%	nt	nt
CC1CCN(CCCC(=O)c2ccc(F)cc2)CC1	-3%	i	-3%	nt	nt
O=S(=O)(O)NC1CCCCC1	3%	i	1%	nt	nt

This part in full, repeating the preview:
SMILES	ATXN2 expr inh	ATXN viability	MCF10A rereplic	Nrf2 activator	EPAC2 antagonist
CC(C)[N+](C)(C)CC(O)COc1cccc2ccccc12 (stereo not given)	-4%	i	4%	nt	nt
CCCCCCCCCCCCCC(=O)OC(C)C	15%	i	-4%	nt	nt
N[C@@H]1CONC1=O	-3%&-1%	i	-3%	nt	nt
CN1CCN(CC(=O)N2c3ccccc3C(=O)Nc3cccnc32)CC1	-1%[5.55 µM]	i[5.17 µM]	15%	nt	nt
CC(c1cc2ccccc2s1)N(O)C(N)=O (stereo not given)	0%&-10%	i	-3%	nt	nt
NCC1CCC(C(=O)O)CC1 (stereo not given)	-2%	i	-6%[20.6 µM]	nt	nt
O=C(OC1C[C@H]2CC[C@@H](C1)[N+]21CCCC1)C(O)(c1ccccc1)c1ccccc1 (stereo not given in full)	15%	i	-3%	nt	nt
CC(=O)N/N=C/c1ccc([N+](=O)[O-])o1	-9%	i	?	nt	nt
Nc1c(CC(=O)O)cccc1C(=O)c1ccc(Br)cc1	4%	i	0%	nt	nt
CC1=C(C(=O)O)N2C(=O)[C@@H](NC(=O)[C@H](N)c3ccccc3)[C@H]2SC1	11%	i	3%	nt	nt
CCCCc1ccc2nc(NC(=O)OC)[nH]c2c1	21%&75%	?	?	nt	nt
CCCC(O)C(CC)CO (stereo not given)	16%	i	-4%	nt	nt
CCCN(CCC)CCc1cccc2c1CC(=O)N2	1%	i	?	nt	nt
Cc1cc(O)c2ccccc2c1O	8.9µM*	?	?	nt	nt
COP(=O)(OC)OC(c1ccc(Cl)cc1)P(=O)(OC)OC (stereo not given)	13%	i	5%	nt	nt
COc1cc(C(=O)N2CCOCC2)cc(OC)c1OC	4%	i	3%&-2%	nt	nt
CC1CCN(CCCC(=O)c2ccc(F)cc2)CC1	-3%	i	-3%	nt	nt
O=S(=O)(O)NC1CCCCC1	3%	i	1%	nt	nt
Cc1ccc(S(=O)(=O)NC(=O)NC2CCCC2)cc1	8%	i	15%	nt	nt
Oc1c(Cl)cc(Cl)cc1Sc1cc(Cl)cc(Cl)c1O	1%	i	?	nt	nt
CC(=O)Nc1ccc(S(=O)(=O)Nc2ccc([N+](=O)[O-])cc2)cc1	9%	?	0%	nt	nt
COc1cc(NCc2ccc3nc(N)nc(N)c3c2C)cc(OC)c1OC	3.5µM*!	?	21%	nt	nt
CCN(C)C(=O)Oc1cccc([C@H](C)N(C)C)c1	-1%&-1%	i	-1%	nt	nt
CC(C)N=C(N)/N=C(\N)Nc1ccc(Cl)cc1	-23%	i	1%[20.6 µM]	nt	nt
CC(C)c1cc2c(cc1S(=O)(=O)O)[C@@]1(C)CCC[C@@](C)(C(=O)O)[C@@H]1CC2	11%	i	3%	nt	nt
NC(=O)[C@@H]1CSSCCC(=O)N[C@@H](CCCCN=C(N)N)C(=O)NCC(=O)N[C@@H](CC(=O)O)C(=O)N[C@@H](Cc2c[nH]c3ccccc23)C(=O)N2CCC[C@H]2C(=O)N1	9%	i	8%	nt	nt
O=C1C(c2[nH]c3ccccc3c2O)=Nc2ccccc21	56%[activator]	i	2%	nt	nt
Cc1cc(N)c2cc(NC(=O)Nc3ccc4nc(C)cc(N)c4c3)ccc2n1	0%	i	2%	nt	nt
CN(C)C(=O)COC(=O)Cc1ccc(OC(=O)c2ccc(N=C(N)N)cc2)cc1	5%&1%	i	0%	nt	nt
CCCCC(CC)COC(=O)/C=C/c1ccc(OC)cc1 (stereo not given)	13%	i	-2%	nt	nt
C=CCc1cc(OC)c(O)c(C(=O)NCCO)c1	6%&8%	i	2%	nt	nt
CC(=O)Oc1cccc(O)c1	13%	i	4%	nt	nt
OC[C@H]1O[C@@H]2O[C@H]3[C@H](O)[C@@H](O)[C@@H](O[C@H]4[C@H](O)[C@@H](O)[C@@H](O[C@H]5[C@H](O)[C@@H](O)[C@@H](O[C@H]6[C@H](O)[C@@H](O)[C@@H](O[C@H]7[C@H](O)[C@@H](O)[C@@H](O[C@H]8[C@H](O)[C@@H](O)[C@@H](O[C@H]1[C@H](O)[C@H]2O)O[C@@H]8CO)O[C@@H]7CO)O[C@@H]6CO)O[C@@H]5CO)O[C@@H]4CO)O[C@@H]3CO	-1%	i	-6%	nt	nt
Nc1ccc(O)c(C(=O)O)c1	-7%	?	-2%	nt	nt
CC(C)OC(=O)C(C(=O)OC(C)C)=C1SC=CS1	2%&9%	i	-2%	nt	nt
COCCCCC(=NOCCN)c1ccc(C(F)(F)F)cc1	?	i	24%	nt	nt
[O-][n+]1cccc(CO)c1	0%	i	-1%	nt	nt
O=C(O)Cc1ccc(CCNS(=O)(=O)c2ccc(Cl)cc2)cc1	2%	i	4%	nt	nt
CCOc1cc(OCC)c(C(=O)CCC(=O)O)cc1OCC	4%	i	7%	nt	nt
C[C@@H](O)[C@H]1C(=O)N2C(C(=O)O)=C(S[C@@H]3CN[C@H](CNS(N)(=O)=O)C3)[C@H](C)[C@H]12	6%	i	9%	nt	nt
O=C(O)CCc1nc2ccccc2[nH]1	25%	i	-1%	nt	nt
CN(Cc1ccc(C(C)(C)C)cc1)Cc1cccc2ccccc12	-17%	i	?	nt	nt
Cc1[nH]c(C)c(Cl)c(=O)c1Cl	-5%[25.6 µM]	i	0%	nt	nt
O=C(O)CN(CCN(CC(=O)O)CC(=O)O)CCN(CC(=O)O)CC(=O)O	-1%[25.6 µM]	i	-8%[0.169 µM]	nt	nt
O=C(OOC(=O)c1ccccc1)c1ccccc1	4%	i	0%	nt	nt
COC(=O)[C@]12CCCCC=C1N(CCC1=CCCCC1)C(=O)[C@H](CC(=O)N1CCN(C(=O)c3ccco3)CC1)C2	?	nt	nt	0.5%	-13%
COc1cc(C=C2C(=O)C=CC2=O)ccc1O	13µM*	nt	nt	-3.6%	34%[activator]
C#CCNC(=O)C[C@@H]1C[C@@]2(C(=O)OCC)CCCC=C2N(CCCCCCCC)C1=O	?	nt	nt	0.9%	?
CCCCOCCCNC(=O)C[C@@H]1C[C@@]2(C(=O)OC)CCCCC=C2N(CCC2=CCCCC2)C1=O	?	nt	nt	0.4%	-7%
CCCCCCCCN1C(=O)[C@H](CC(=O)NCc2ccc(OC)c(OC)c2)C[C@@]2(C(=O)OC)CCCCC=C12	?	nt	nt	-1.5%	38µM*

Other compounds:
SMILES	ATXN2 expr inh	ATXN viability	MCF10A rereplic	Nrf2 activator	EPAC2 antagonist
CCCCc1c(-c2ccc(F)cc2)ncn1CCc1ccccc1OC	?	nt	nt	-2.3%	?
COc1cccc(C=C(C(C)=O)C(=O)c2ccccc2)c1	?	nt	nt	-3.5%	?
COc1ccc(N2C(c3ccsc3)=Cc3cc4c(cc3C2c2c[nH]c3ccccc23)OCO4)cc1 (stereo not given)	-36%	nt	nt	5.6%	7%
Nc1[nH]c(C(=O)c2ccccc2)c(-c2ccc(Cl)c(F)c2)c1C(=O)NCCc1c[nH]c2ccccc12	?	nt	nt	-2.0%	-15%
CCCCCc1c(-c2cccc(OC)c2)ncn1CCc1ccccc1OC	?	nt	nt	0.1%	?
CC(=O)N1Cc2cc(C(=O)NCc3cccc(F)c3)nc(-c3cccc(C4=CCCCC4)c3)c2[C@H]1CCO	?	nt	nt	0.1%	-1%
Nc1[nH]c(C(=O)c2ccccc2)c(-c2ccccc2C(F)(F)F)c1C(=O)NCCc1c[nH]c2ccccc12	?	nt	nt	-4.1%	-11%

Screening data deposited in PubChem by National Center for Advancing Translational Sciences (NCATS).
